HT1080 IDH1KD tx: qHTS for induction of synthetic lethality in tumor cells producing 2HG: qHTS for the HT-1080-IDH1KD cell line; AID 686971, 2013; Potency, µM (top dose mostly 46.1 µM), inactives show at the top dose activity, negative = toxicity, actives largely listed as cytotoxic; actives 2% (n = 360,000); HT-1080 IDH1 knockdown viability, ATP luminescence, 48 h;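 also: 0% = DMSO wells and -100% = cell-free medium wells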
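Knockdown cells (IDH1KD HT-1080) received compounds 2 h after plating at 750 cells/well and were kept 48 h at 37 °C in 5% FBS RPMI. A CellTiter-Glo luminescence read gave % activity for curve fitting.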
KB-3-1 cytotox: qHTS assay for MDR1-selective chemotherapeutics: Primary screen using the parental adenocarcinoma cell KB-3-1; AID 1347075, 2019; Potency, µM (titrated, usually from 46.1 µM), inactives show top-dose activity change, negative = cytotoxic, usual class: cytotoxic; actives 1.4% (n = 400,000); KB-3-1 viability, CellTiter-Glo ATP luminescence, 72 h; also: % is scaled to controls: 0 for no effect and ±100 for the full control effect; nearly all actives have a fitted effect of over 60% in size
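Parental KB-3-1 viability, qHTS format: 72 h compound exposure, 37 °C; CellTiter-Glo; media-only wells and DMSO plates as controls; concentration-effect fits on corrected data.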
HT1080-NT tox: qHTS for induction of synthetic lethality in tumor cells producing 2HG: qHTS for the HT-1080-NT fibrosarcoma cell line. HT-1080-NT fibrosarcoma viability, CellTiter-Glo ATP luminescence, 48 h. Potency, µM (series often up to 46.1 µM), for inactives: at the highest dose activity, negative = less viability, actives largely listed as cytotoxic. actives 1.6% (n = 360,000). AID 686970, 2013;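 also: NT is the 2HG producing partner of a matched IDH1 knockdown line; 0% = DMSO-treated cells and -100% = media-only wells without cells; nearly all actives have a fitted effect of over 55% in size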
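A 48-hour cytotoxicity screen used HT-1080-NT cells plated 2 hours before compound delivery. ATP-based CellTiter-Glo luminescence measured viability, normalized to DMSO and no-cell controls.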
KB-V1 MDR tox: qHTS assay for MDR1-selective chemotherapeutics: Primary screen using the drug-selected MDR subline cells KB-V1; Potency, µM (top dose mostly 46.1 µM), for inactives: at the top dose activity change, negative = cytotoxicity, hits mostly cytotoxic; KB-V1 MDR cells viability, CellTiter-Glo, 72 h; actives 3.4% (n = 400,000); also: % is scaled to controls: 0 for no effect and ±100 for the full control effect; nearly all actives have a fitted effect of over 60% in size
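Potencies derive from concentration-effect curves fitted to normalized luminescence (CellTiter-Glo) of KB-V1 cells treated for 72 h at 37 degrees C in phenol-red-free DMEM containing 10% FBS.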
GLP1R cytotox: qHTS of GLP-1 Receptor Inverse Agonists: Cytotox Screen; actives 0.13% (n = 410,000); Potency, µM (series often up to 38.3 µM), for inactives: at the top dose activity change, negative = inhibition, usual class: inhibitors; HEK293 cAMP-luciferase reporter cells, luminescence, 24 h;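 also: loss of luciferase light is scored as toxicity; % is scaled to controls: 0 for no effect and ±100 for the full control effect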
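Step one: seed cells (200 cells/uL, DMEM with 10% Nu serum, 1% pen-strep). Step two: 12-hour incubation at 37 deg C. Step three: pin 23 nL compound, incubate 24 hr. Step four: add luciferase reagent, read luminescence 12 min later.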
TDP43 rescue: qHTS of TDP-43 Inhibitors. actives 1.8% (n = 410,000). AID 652104, 2013. TDP-43 expressing yeast growth rescue, BacTiter-Glo, 24 h. Potency, µM (top dose mostly 46.1 µM), without a hit: at the highest dose growth rescue (activation), usual class: activators; also: % of control where 0% means no effect; nearly all actives have a fitted effect of over 50% in size
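Readout is BacTiter-Glo luminescence of cell growth, so inhibitors register as activators. TDP-43-expressing yeast at OD600=0.02 in galactose medium, after raffinose pregrowth to mid-log, were incubated with compound for 24 hr at 30 deg C.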
GLP-1R agonist: qHTS of GLP-1 Receptor Agonists. Potency, µM (highest dose often 45.6 µM), for the others: at the highest dose activation, most hits filed as activators. HEK293 GLP-1R CRE-luciferase, luminescence, 4-6 h; cells express a hypersensitive GLP-1R form. actives 0.007% (n = 380,000); also: % of control where 0% means no effect
Target sequence (P43220 whole entry, looked up): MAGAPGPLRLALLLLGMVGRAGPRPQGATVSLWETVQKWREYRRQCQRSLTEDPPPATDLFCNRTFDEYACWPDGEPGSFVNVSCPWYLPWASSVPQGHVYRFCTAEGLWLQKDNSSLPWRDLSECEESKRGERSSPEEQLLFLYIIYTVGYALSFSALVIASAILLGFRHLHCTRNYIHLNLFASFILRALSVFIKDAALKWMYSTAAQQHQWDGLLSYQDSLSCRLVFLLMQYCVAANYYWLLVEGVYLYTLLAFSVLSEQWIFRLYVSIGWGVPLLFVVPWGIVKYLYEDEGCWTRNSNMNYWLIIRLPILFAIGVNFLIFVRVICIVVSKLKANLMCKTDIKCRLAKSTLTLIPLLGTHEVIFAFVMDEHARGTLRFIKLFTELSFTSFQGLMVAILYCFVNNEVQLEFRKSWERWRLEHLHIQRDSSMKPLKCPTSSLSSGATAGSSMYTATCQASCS
SW480 rerep: A quantitative high throughput screen for small molecules that induce DNA re-replication in SW480 colon adenocarcinoma cells; Potency, µM (highest dose often 46.1 µM), without a hit: top-dose re-replication activation, actives largely listed as activators; actives 1.8% (n = 340,000); SW480 DNA re-replication, Hoechst DNA content imaging, 48 h; also: % of control where 0% means no effect; nearly all actives have a fitted effect of over 55% in size
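Per well, 250 cells were exposed to pinned compound for 48 hr. Nuclear DNA was visualised with Hoechst (40 min, 37 C) and total object intensity recorded by fluorescence scanning.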
GLP-1R inv ag: qHTS of GLP-1 Receptor Inverse Agonists (Inhibition Mode). Glucagon-like peptide 1 receptor (Homo sapiens), P43220. HEK293 GLP-1R CRE-luciferase, luminescence, 24 h; GLP-1R form is constitutively active. Potency, µM (top dose mostly 38.3 µM), inactives show at the top dose activity change, negative = inhibition, hits mostly inhibitors. actives 1.6% (n = 410,000). AID 624417, 2012; also: % is scaled to controls: 0 for no effect and ±100 for the full control effect; nearly all actives have a fitted effect of over 55% in size
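Inverse agonists were sought by their lowering of basal cAMP reporter luciferase output in HEK293 cells stably carrying constitutively active human GLP-1R, after 24 h compound treatment.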
The depositor's hits bear a star; ? = inconclusive; / = not tested or not shown; [ ] = another dose, or the depositor's remark. Calls follow the shape of the dose curve; as a rule, active = well fitted curve in the direction sought with a large enough effect; inconclusive = small, poorly fitted or top-dose-only effect, or another doubt; inactive = no such curve, though single readings can be large; an effect the other way counts as inactive or inconclusive. Potency is read from the fitted curve at half-maximal effect.

SMILES	HT1080 IDH1KD tx	KB-3-1 cytotox	HT1080-NT tox	KB-V1 MDR tox	GLP1R cytotox	TDP43 rescue	GLP-1R agonist	SW480 rerep	GLP-1R inv ag
CCOC(=O)N1CCC(NC(=O)C(NS(=O)(=O)c2cccc3nsnc23)c2ccccc2)CC1 (centres undefined)	4%	-3%	8%	0%	0%	?	2%	-10%	-8%
O=C(c1cccc(S(=O)(=O)NCc2ccccc2)c1)N1CCCC1	15%	14%	13%	-19%	8%	3%	3%	-5%	9%
O=C(NCCC1CCCCN1S(=O)(=O)c1ccc(F)cc1)C(=O)NCC1CCCO1 (centres undefined)	-9%	-13%	-3%	-30%	0%	1%	4%	-3%	-7%
O=C1C(SCCO)=C(SCCO)C(=O)c2ccccc21	?	?	-84%	?	120%[activator]	22µM*	-13%	-13%	-85%
COc1cc(/C=C/C(=O)O)cc(S(=O)(=O)Nc2ccccc2Cl)c1OC	2%	-2%	2%	28%	-11%	0%	9%	-6%	-17%
O=C(CCNS(=O)(=O)c1ccccc1C(F)(F)F)NCc1ccc2c(c1)OCO2	0%	0%	-3%	?	-6%	9%	0%	5%	7%
CC(=O)NC(Cc1cccc(F)c1)C(=O)NC1CCN(C(=O)c2ccc(C)cc2)CC1 (centres undefined)	8%	-8%	10%	?	-4%	-4%[0.397 µM]	9%	-8%	13%
COC(=O)c1ccc(C2CC(=O)Nc3c2c(C)nn3-c2nc(C)cc(C)n2)cc1 (centres undefined)	/	-1%	/	4%	1%	?	/	/	36%[activator]
CC1CCCCN1C(=O)CSc1nc(C2CC2)nc2ccccc12 (centres undefined)	?	-27%	-28%	-20%	?	-8%	16%	?	7.9µM*
Cc1nn2c([nH]c(=O)c3ccccc32)c1C=O	?	-1%	18µM*	?	-1%	-24%	-17%	?	4%
O=C(NCCc1ccccn1)c1cc(-c2cccc3ccccc23)nc2ccccc12	-5%	-1%	-8%	9%	-5%	-2%	15%	7%	-6%
O=C(CCc1ccccc1)Nc1cc(Cl)ccc1O	-1%	-26%	1%	?	-14%	?	-3%	6%	?
C[C@@H]1CC(=O)[C@H]2CC(CO)=CCC[C@@H]2[C@@]1(C)CC/C(=C/CO)CO	5%	0%	1%	0%	-2%	8%	12%	-77%[inhibitor]	-15%
Cc1ccc(Cn2c(C(CO)Nc3nc(-c4ccc(Cl)c([N+](=O)[O-])c4)cs3)nc3ccccc32)cc1 (centres undefined)	-26%	?	?	?	?	25µM*	5%	7%	?
COc1ccc2oc(C(=O)OCC(=O)c3ccc4c(c3)OCCO4)c(C)c2c1	-4%	1%	3%	0%	26%	5%	19%	2%	0%
CC(O)[C@H]1CNC(=O)C(=O)N1CCc1cc(C(F)(F)F)cc(C(F)(F)F)c1 (some centres undefined)	12%	10%	6%	5%	-3%	21%	-2%	-3%	-8%
C=CCn1c(SCc2cccc(OC)c2)nnc1-c1ccncc1	-4%	-10%	-3%	-3%	20%	-2%	-1%	-1%	-7%
COc1ccc(CCNC(=O)c2ccc(OCc3c(C)noc3C)cc2)cc1OC	7%	-27%	10%	-5%	6%	6%	9%	-12%	14%
CC1CCCN(C(=O)CCNC(=O)c2ccccc2Cl)C1 (centres undefined)	19%	15%	3%	-5%	-3%	5%	-3%	5%	5%
COc1ccc(NS(=O)(=O)c2ccc(NC(=O)c3ccccn3)cc2)cc1	-5%	-1%	-3%	-2%	-1%	10%	5%	-12%	3%
CC(C)(C)c1ccc(C(=O)Nc2ccc(C=C(C#N)C#N)cc2)cc1	?	?	?	?	-20%	0%	0%	?	?
Cc1ccc(CNC(=O)COc2ccc(S(=O)(=O)N3CCCC3)cc2)cc1	5%	0%	11%	-18%	-4%	-20%	8%	-17%	3%
CC(NC(=O)Cc1cccc(C(F)(F)F)c1)c1ccc(F)cc1 (centres undefined)	3%	1%	-5%	?	4%	8%	6%	?	?
COc1cc2c(cc1NC(=O)c1ccncc1)oc1ccccc12	?	-28%	-20%	-20%	13%	-19%	8%	-1%[9.22 µM]	8%
CCOP(=O)(OCC)c1nc(-c2cccc([N+](=O)[O-])c2)oc1N1CCCCC1	0%	1%	-1%	3%	-1%	5%	15%	-10%	24%
COc1ccc(OCCOC(=O)c2ccc(F)c(S(=O)(=O)N3CCOCC3)c2)cc1	-3%	-1%	-2%	?	-6%	?	10%	0%	-25%
Nc1ccc2c(c1)N=[N+]([O-])c1cc(N)ccc1C2	1%	1%	15%	?	-5%	-16%	5%	-13%	8%
O=C(Oc1ccc2c(c1)OCC2=O)c1ccc(Cl)cc1	20%	3%	7%	23%	-7%	-21%	0%	-1%	0%
c1coc(-c2nc3c4c5c(sc4ncn3n2)CCCC5)c1	16%	8%	18%	0%	-5%	?	-9%	-5%	0%
Cc1ccc(C(=O)OC(C)C(=O)Nc2ccc(Cl)cn2)s1 (centres undefined)	4%	21%	0%	11%	-14%	14µM*	11%	-4%	-29%
CCOC(=O)C1=NN(c2ccc([N+](=O)[O-])cc2)CC1C(=O)OC (centres undefined)	9%	13%	6%	0%	?	?	2%	-3%	-2%
COc1ccc(C(=O)Nc2ccnn2C2CCN(Cc3ccc4nonc4c3)CC2)cc1	-3%	-18%	-5%	-7%	-2%	2%	-3%	0%	?
O[C@@H]1COC(Nc2ccc(N=Nc3ccccc3)cc2)C[C@@H]1O (some centres undefined)	-12%	0%	-18%	14%	?	13µM*	-14%	-2%	-8%
CCn1ccc(C(=O)NC2=NCCS2)n1	13%	1%	-3%	-15%	-3%	28%	-6%	23µM*	3%
CC(=O)c1cccc(OCC(=O)N2CCCc3ccccc32)c1	20%	7%	15%	-21%	-5%	17%	15%	-4%	-18%
C=CCn1c(CNC(=O)c2cccs2)n[nH]c1=S	3%	-2%	-1%	-1%	5%	-8%	6%	-3%	3%

6 compounds from above, showing only SW480 rerep:
Molecule | SW480 rerep
O=C(Oc1ccc2c(c1)OCC2=O)c1ccc(Cl)cc1 | -1%
c1coc(-c2nc3c4c5c(sc4ncn3n2)CCCC5)c1 | -5%
Cc1ccc(C(=O)OC(C)C(=O)Nc2ccc(Cl)cn2)s1 (centres undefined) | -4%
CCOC(=O)C1=NN(c2ccc([N+](=O)[O-])cc2)CC1C(=O)OC (centres undefined) | -3%
COc1ccc(C(=O)Nc2ccnn2C2CCN(Cc3ccc4nonc4c3)CC2)cc1 | 0%
O[C@@H]1COC(Nc2ccc(N=Nc3ccccc3)cc2)C[C@@H]1O (some centres undefined) | -2%

Additional compounds follow.
SMILES	HT1080 IDH1KD tx	KB-3-1 cytotox	HT1080-NT tox	KB-V1 MDR tox	GLP1R cytotox	TDP43 rescue	GLP-1R agonist	SW480 rerep	GLP-1R inv ag
O=C(Cn1c(=O)n(Cc2ccc(Cl)cc2)c(=O)c2cccnc21)Nc1ccccc1C(F)(F)F	/	-1%	/	11%	-4%	6%	/	/	8%
CN(C(=O)CSc1nnc(Nc2ccccc2F)s1)C1CCS(=O)(=O)C1 (centres undefined)	3%	9%	-6%	-8%	7%	2%	-18%	-2%	-7%
CN(C)c1ccc(/C=N/N2C(=S)SC(C)(C)C2N(O)C(=O)Nc2ccc([N+](=O)[O-])cc2)cc1 (centres undefined)	?	-14%	-14%	-27%	-4%	-1%	-4%	?	?
Cc1cc(C)c2nc(Nc3nc(CSc4nc5ccccc5[nH]4)cc(=O)[nH]3)nc(C)c2c1	10%	-9%	-2%	0%	1%	-15%	14%	-11%	?
Brc1[nH]nc2ccccc12	-12%[9.24 µM]	11%	-20%	14%	32%	-9%	1%	0%	-2%
CN1CCN(c2ccc(-c3ccc4ccccc4n3)cc2)CC1	?	-22%	?	12µM*	-10%	-53%[inhibitor]	-8%	?	-76%
O=C(CC1NCCNC1=O)Nc1ccc(F)c(Cl)c1 (centres undefined)	/	-24%	/	8%	-11%	-7%	/	/	5%
COc1ccc(/C=N/NC2=NCCCCC2)c(OC)c1	4%	0%	20%	-9%	9%[7.66 µM]	8%	-2%	-1%	-1%[7.66 µM]
CC(C)N1CCN(S(=O)(=O)c2ccccc2)c2ccccc21	-16%	-3%	-18%	?	-2%	7%	9%	?	?
COc1cc(OC)c2c(-c3cccc(-c4cccc(N)c4)c3)cc(=O)oc2c1	5.2µM*	4.1µM*	6.5µM*	7.3µM*	-21%	?	-2%	3.7µM*	?
CCOC(=O)Cn1c2ccc(C)cc2c2nc(C)sc21	-11%	0%	0%	2%	0%[7.66 µM]	16µM*	1%	-5%	-13%[7.66 µM]
CCCc1cc(=O)oc2cc(C)cc(OCC(=O)NCc3cccnc3)c12	-3%	3%	1%	-25%	-6%	-5%	16%	-20%	20%

Next part, overlapping the part above by two compounds.
SMILES	HT1080 IDH1KD tx	KB-3-1 cytotox	HT1080-NT tox	KB-V1 MDR tox	GLP1R cytotox	TDP43 rescue	GLP-1R agonist	SW480 rerep	GLP-1R inv ag
CCOC(=O)Cn1c2ccc(C)cc2c2nc(C)sc21	-11%	0%	0%	2%	0%[7.66 µM]	16µM*	1%	-5%	-13%[7.66 µM]
CCCc1cc(=O)oc2cc(C)cc(OCC(=O)NCc3cccnc3)c12	-3%	3%	1%	-25%	-6%	-5%	16%	-20%	20%
CC1(C)c2ccccc2N2CC(=O)N(CC(N)=O)C21C (centres undefined)	-19%	-9%	-3%	2%	?	-19%	-10%	1%	-5%
CCOC(=O)N1CCN(C(=O)Cn2nc(C)n3nc(-c4ccc(OC)cc4)cc3c2=O)CC1	16%	2%	6%	-7%	9%	-12%	0%	?	5%
CC1=Nc2ccccc2N=C(NC(=O)c2ccccc2)C1c1ccccc1 (centres undefined)	3%	-4%	0%	?	-9%	1%	4%	1%	?
Cc1ccc(OCC(=O)N(Cc2cccc(F)c2)C2CCS(=O)(=O)C2)cc1 (centres undefined)	-1%	1%	9%	-12%	1%	-7%	3%	-32%	-15%
